High-throughput results from PubChem.
TTR transcr act – activators of transthyretin transcription | actives 1.3% (n = 92,000) | SH-SY5Y TTR promoter Gaussia luciferase, luminescence; 100% = recombinant luciferase protein wells | AID 1117267 | activation, % at 16.7 µM;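 active = activation above the mean of all tested compounds plus 3 SD, cut at about 9.5% in these data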;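 also: cells exposed to compounds for one day before reading; 0% = median of all test compound wells on the plate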
Active calls of the source: *. This is a subset. The share of hits here may be higher or lower than overall.

SMILES	TTR transcr act
COC(=O)c1ccc2nc(-c3ccc(OC)c(OC)c3)c(Cc3ccc(C)cc3)n2c1	0.6
NNC(=O)c1cccc(Cn2cc(Br)c([N+](=O)[O-])n2)c1	-1.2
FC(F)(F)c1cccc(-n2cccc2/C=N/n2cnnc2)c1	-0.3
Cc1ccc(-c2nc3c(Cl)cc(C(F)(F)F)cn3c2Cc2cccc(F)c2)cc1	0.9
C=CCOc1ccc(C2NC(=S)NC3=C2CCc2ccccc23)cc1 (stereo not drawn)	-1.5
CC(C)CC(c1nnnn1C1CCCCC1)N1CCN(c2ncccn2)CC1 (stereo not drawn)	-1.4
O=[N+]([O-])c1ccc(N2CCCCC2)nc1N1CCCCC1	1.4
CCOc1ncccc1C(=O)OCC(=O)Nc1ccc(C(C)C)cc1	3.4
Cc1ccc(C(=O)N/C(=C\c2ccco2)C(=O)NCCCn2ccnc2)cc1C	-1.2
COc1ccc(Cc2c(C(C)(C)C)nc3c(C)cc(Br)cn23)c(C)c1	-1.6
Cc1ccnc(NS(=O)(=O)c2ccc(NC(=O)c3oc4ccc(F)cc4c3C)cc2)n1	-2.0
CCOC(=O)c1c(-c2ccc(OC)cc2)csc1/N=C/N(C)C	-1.5
CC1CCCN(C(=O)COC(=O)CSc2ccc(C(N)=O)cc2[N+](=O)[O-])C1 (stereo not drawn)	0.1
O=c1[nH]c(CN2CCCCC2)ccc1O	1.0
Clc1ccc(CN2CCSCC2)cc1Cl	0.1
Nc1cc(=O)[nH]c(SCC(=O)Nc2ccc(N3CCCCC3)cc2)n1	2.9
COC(=O)[C@]12C[C@H](CC(=O)NCc3ccc(C)o3)C(=O)N(CCc3ccc(OC)c(OC)c3)C1=C[C@H](COCc1ccccc1)O[C@@H]2C	1.0
Nc1nc(SCc2ccccc2)n[nH]1	-1.7
Cc1ccc2nc(CN(C)C(=O)[C@H]3O[C@@H](n4ccc(N)nc4=O)[C@H](O)[C@@H]3O)[nH]c2c1	-1.2
COc1ccc(C(=O)O/N=C2\CCS(=O)(=O)c3sccc32)cc1	-0.6
Fc1ccccc1/C=N/Nc1ncnc2nc[nH]c12	-1.5
CC(=O)c1sccc1NC(=O)CC(C)(C)CC(=O)O	0.9
COc1ccc(-n2cnnc2SCC(=O)N2CCN(S(=O)(=O)c3ccccc3)CC2)cc1	0.6
O=C(O)CC/C(=N\NC(=O)c1ccccc1)c1cccs1	-1.4
O=S(=O)(NCc1ccccn1)c1cc(OCC(F)(F)F)ccc1OCC(F)(F)F	0.1
O=C(Nc1cccc(Cl)c1)c1ccc(Cn2cc(Cl)cn2)cc1	1.9
Cc1ccc(CNC(=O)CC2(CC3=NS(=O)(=O)c4ccccc4N3)CCCC2)cc1	-2.9
CCn1nc(C)cc1C(=O)OCC(=O)c1ccc(Cl)cc1	0.2
COCCNCc1cc(C)n(-c2cc(S(=O)(=O)N3CCOCC3)ccc2N2CCCC2)c1C	0.0
CCc1ccc(N2C(=O)C3CCCN3C2=S)cc1 (stereo not drawn)	-1.3
COc1ccc(C2CC(c3cccs3)=NN2C(=O)COC(=O)C2CCCCC2)cc1OC (stereo not drawn)	0.9
O=C(C[C@H]1CC[C@@H](NC(=O)C2CC2)[C@@H](CO)O1)NCc1ccccc1Cl	2.3
Cc1cc(N=Cc2c(O)ccc3cc(Br)ccc23)no1	-0.7
C/C(=N\NC(=O)c1cccc(C)c1O)c1ccc(NC(=O)Cc2ccccc2)cc1	0.1
COc1cccc(OCC(=O)NN=C2c3ccccc3-c3ccccc32)c1	-0.6
CCO[C@@H]1OC(C(N)=O)=C[C@H](C(C)(C)C)[C@H]1CCCO	-1.9
COc1cc([N+](=O)[O-])ccc1NC(=O)COC(=O)c1n[nH]c2ccccc12	3.5
NCCCC[C@@H]1NC(=O)c2cc([N+](=O)[O-])cc(F)c2NCCCC[C@@H](C(N)=O)NC(=O)[C@H](CCC(N)=O)NC1=O	2.5
COC(=O)c1cc(OC)c(OC)cc1N=CC1=C(O)CC(C)(C)CC1=O	3.1
CC(C)(C)C(=O)CNCC(=O)C(C)(C)C	4.2
CC1=C(C#N)C(NC(=O)c2ccc(C)cc2)(C(F)(F)F)C(=O)N1 (stereo not drawn)	2.0
COc1ccc(-c2noc(CCC(=O)NCc3cc(Br)ccc3OC)n2)cc1	-0.7
CCN(C(=O)c1ccc(=O)n(C)n1)c1c(N)n(Cc2ccccc2)c(=O)[nH]c1=O	0.1
Cc1ccc(C2NC(=S)N3C(c4ccc(C)cc4)NC(=S)N23)cc1 (stereo not drawn)	-0.4
Cn1cccc1C(=O)NC(=O)COC(=O)c1cc(Cl)ccc1[N+](=O)[O-]	0.2
Cc1cccc(C)c1NC(=O)C(c1ccncc1)n1c(=O)c(-c2ccccc2)nc2ccccc21 (stereo not drawn)	-1.3
Cc1ccccc1NC(=O)C[n+]1cc(-c2ccccc2)n2c1CCC2	0.8
Cc1ccc2cc(CCNS(=O)(=O)c3ccc(F)cc3)c(=O)[nH]c2c1C	-1.9

15 compounds out of the list, sorted by length of the SMILES, high to low.
SMILES	TTR transcr act
NCCCC[C@@H]1NC(=O)c2cc([N+](=O)[O-])cc(F)c2NCCCC[C@@H](C(N)=O)NC(=O)[C@H](CCC(N)=O)NC1=O	2.5
Cc1cccc(C)c1NC(=O)C(c1ccncc1)n1c(=O)c(-c2ccccc2)nc2ccccc21 (stereo not drawn)	-1.3
O=C(C[C@H]1CC[C@@H](NC(=O)C2CC2)[C@@H](CO)O1)NCc1ccccc1Cl	2.3
CCN(C(=O)c1ccc(=O)n(C)n1)c1c(N)n(Cc2ccccc2)c(=O)[nH]c1=O	0.1
COc1cc([N+](=O)[O-])ccc1NC(=O)COC(=O)c1n[nH]c2ccccc12	3.5
COc1ccc(C2CC(c3cccs3)=NN2C(=O)COC(=O)C2CCCCC2)cc1OC (stereo not drawn)	0.9
Cn1cccc1C(=O)NC(=O)COC(=O)c1cc(Cl)ccc1[N+](=O)[O-]	0.2
Cc1ccc2cc(CCNS(=O)(=O)c3ccc(F)cc3)c(=O)[nH]c2c1C	-1.9
CC1=C(C#N)C(NC(=O)c2ccc(C)cc2)(C(F)(F)F)C(=O)N1 (stereo not drawn)	2.0
COC(=O)c1cc(OC)c(OC)cc1N=CC1=C(O)CC(C)(C)CC1=O	3.1
COc1ccc(-c2noc(CCC(=O)NCc3cc(Br)ccc3OC)n2)cc1	-0.7
Cc1ccc(C2NC(=S)N3C(c4ccc(C)cc4)NC(=S)N23)cc1 (stereo not drawn)	-0.4
COc1cccc(OCC(=O)NN=C2c3ccccc3-c3ccccc32)c1	-0.6
Cc1cc(N=Cc2c(O)ccc3cc(Br)ccc23)no1	-0.7
CC(C)(C)C(=O)CNCC(=O)C(C)(C)C	4.2

Continuation.
SMILES	TTR transcr act
CC(C)(C)c1ccc(SCCc2cccnc2)cc1	0.4
Cc1cccc(NC(=O)/C(C#N)=C\c2ccc(C(=O)O)cc2)c1	1.4
COc1ccccc1N1CC(C)(C)C(=O)N(C(=O)c2ccc(C)cc2)C1=S	-1.5
C=CCn1c(SCC(=O)N2CCOCC2)nc(O)cc1=O	5.7
COc1ccc2c(c1)[N+](C)(C)C(C)(C)C=C2C	-2.1
Nn1c(Cc2ccccc2F)nnc1SCC(=O)N1CC(=O)Nc2ccccc21	0.3
O=C(N=C1c2ccccc2CN1c1ccc(F)c(F)c1)c1cccnc1	0.7
CCc1ccccc1NC(=O)c1ccc(NCCc2ccccc2)c([N+](=O)[O-])c1	-1.4
COc1ccc(/C=C2\SC(=S)N(CCC(=O)NC3C=CS(=O)(=O)C3)C2=O)cc1 (stereo not drawn)	1.6
Cc1cccc(C)c1NC(=O)CCCSc1nnc(-c2ccc(F)cc2)n1-c1ccccc1	-2.7
CCCC(=O)N(CCN1CCOCC1)c1nc2c(F)cc(F)cc2s1	1.3
CC(C)(C)NC(=O)C(c1cccnc1)N(C(=O)c1cccs1)c1ccc(C(C)(C)C)cc1 (stereo not drawn)	1.6

Remaining list, next part:
SMILES	TTR transcr act
CN(CCc1ccccn1)C(=O)CCc1nnc(CCCc2ccccc2)o1	-0.8
Cc1cc(C)nc(SCCC(=O)Nc2ccccc2C)n1	0.7
Fc1ccc(OCc2nn3c(Cn4nnc5ccccc54)nnc3s2)cc1	-2.0
CCOC(=O)N1CCN(C(=O)c2ccc(S(=O)(=O)Nc3ccccc3)cc2)CC1	-1.9
O=[N+]([O-])c1cccc(/C=N/Nc2nnc(-c3ccccc3)c(-c3ccccc3)n2)c1	0.9
Cc1c(-c2ccccc2)[n+](=O)c(-c2ccco2)c(C)n1[O-]	-0.1
Cc1ccc(S(=O)(=O)N(C)C)cc1NC(=O)COC(=O)CCC(=O)c1cccs1	1.8
COCCN1C(=O)C(C(=O)OC)CC2=C1CC(C)(C)CC2=O (stereo not drawn)	-1.4
Clc1ccccc1OCCCCn1ccnc1	0.3
O=C(CSc1nnc(-c2ccncc2)n1-c1ccc(Cl)cc1)NCc1cccs1	0.7
CC(=O)Nc1ccc(OCCCNC(=O)c2c(-c3ccccc3)noc2C)cc1	0.9
O=C(NC(NC(=S)Nc1ccc(Cl)c(Cl)c1)C(Cl)(Cl)Cl)c1ccco1 (stereo not drawn)	-2.8

Part of the list above, reformatted:
> O=C(Nc1cccc(Cl)c1)c1ccc(Cn2cc(Cl)cn2)cc1
  TTR transcr act: 1.9
> Cc1ccc(CNC(=O)CC2(CC3=NS(=O)(=O)c4ccccc4N3)CCCC2)cc1
  TTR transcr act: -2.9

New compounds follow.
SMILES	TTR transcr act
NC(=O)CC(NC(=O)c1ccc(Br)cc1)c1ccc(N2CCCCCCC2)c([N+](=O)[O-])c1 (stereo not drawn)	-2.5
Fc1ccc(-n2cc(-c3ccccc3)c3c(=S)nc[nH]c32)cc1	-2.0
Oc1[nH]c2ccccc2c1C=Nc1ccccc1	1.9
C=CCn1c(=O)c2c(C)c(C)sc2n2c(Nc3ccc(OC)cc3)nnc12	-0.9
CC(OC(=O)CCCc1nc2ccccc2s1)C(N)=O (stereo not drawn)	6.5
CC[C@@H]1Cc2[nH][nH]c(=O)c2[C@H](c2ccc(Cl)cc2)O1	-0.9
CC(C)(C)Sc1ccccc1S(=O)(=O)C(C)(C)C	1.6
CCOc1ccccc1NC(=O)C1CCCN(S(C)(=O)=O)C1 (stereo not drawn)	-0.2
CCCCOc1cccc(C(=O)NNC(=S)NC2CCCCC2)c1	-3.0
CS(=O)(=O)N(CC(=O)Nc1ccc2c(c1)OCCO2)Cc1ccc(Cl)cc1	0.1
CCCNC(=O)C1(C)CCCN(Cc2ccc(-c3ccccc3)o2)C1 (stereo not drawn)	2.4
Cc1ccc2[nH]c(=O)c(COC(=O)c3cccs3)cc2c1	-1.0
CCCCCNC(=O)C(c1ccc(OC)cc1)n1c(=O)c(-c2ccccc2)nc2ccccc21 (stereo not drawn)	4.4
CCOC(=O)C1(CC2CCCCO2)CCN(Cc2nccn2-c2cccc(C)c2)CC1 (stereo not drawn)	-0.1
CCOC(=O)C1(CC2CCCCO2)CCN(S(=O)(=O)c2c(C)nn(C)c2C)CC1 (stereo not drawn)	-0.8
COc1ccc(OC)c(/C=N/NC(=O)Cn2ccnc2C)c1	-0.8
OCCNc1nc2ccccc2nc1NCCO	0.6
O=C(CSc1ncnc2ccccc12)NCCCO	0.4
Cc1ccc(-c2noc(-c3ccccc3C(=O)NCc3ccco3)n2)cc1	-2.5
C/C(=N\NC(=O)c1ccccn1)c1ccc(Cl)cc1	-1.6
CCOc1ccc(NC(=S)N2CCCCCC2)cc1	-0.5
CCCSc1ccc([C@@H]2[C@H]3C(=O)N(C)C(=O)[C@H]3[C@]3(C(=O)OC)CCCN23)cc1OC	9.0
NC(=O)c1ccccc1NC(=O)CSc1nc2c(c(=O)[nH]1)CCCC2	0.6
COC(=O)C1CN(CC(C)C)CCS(=O)(=O)N1Cc1cccc(Cl)c1 (stereo not drawn)	1.5
Cc1ccc(N=Nc2ccc(O)c(P(=O)(c3ccccc3)c3ccccc3)c2)cc1	-0.5
CCN1CCN(C(=O)c2cccc(OC3CCN(S(=O)(=O)N(C)C)CC3)c2)CC1	1.3
CC(c1nc2ccccc2[nH]1)N(C(=O)Cc1csc2ccccc12)c1cccnc1 (stereo not drawn)	0.3
CC(C)C(=O)N1CCCC1(C)C(=O)Nc1cccc(Oc2ccccc2)c1 (stereo not drawn)	0.2
COc1ccccc1NC(=O)c1cc(OC)c(OC)cc1[N+](=O)[O-]	1.6
Cc1[nH]c2c([N+](=O)[O-])cccc2c1C	-0.5
CCN1CCN(C(=O)c2nn(-c3ccc(OC)cc3)c(=O)c3c2c2ccccc2n3C)CC1	3.5
CCc1ccc(OCc2nnc(SCC(=O)NCc3ccco3)o2)cc1	-1.4
Cc1ccc(S(=O)(=O)NC(C(=O)Oc2ccc3c(C)c(Cl)c(=O)oc3c2)c2ccccc2)cc1 (stereo not drawn)	2.3
CC1(c2ccc(Cl)cc2)NC(=O)N(CC(=O)N2CCN(C(=O)c3cccs3)CC2)C1=O (stereo not drawn)	-0.3
CCOC(=O)C1CCCN(C(=O)c2ccc3c(c2)N(Cc2ccccc2)C(=O)c2ccccc2S3=O)C1 (stereo not drawn)	4.8
COc1ccc(C(CC(=O)NCc2ccccc2)C(C)C)cc1 (stereo not drawn)	-1.3
COc1ccccc1CNC(=O)[C@H](C)N1C(=O)N2CCc3c([nH]c4ccccc34)[C@@]2(C)C1=O	-2.1
O=C1C(=O)c2c(C(=O)c3ccccc3)coc2-c2ccccc21	-7.1
CC1CN(S(=O)(=O)c2cccc(C(F)(F)F)c2)CN1C(=O)N1CCOCC1 (stereo not drawn)	3.5
Cc1ccc(C=C2C=C(c3ccccc3)OC2=O)cc1	-1.6
O=S(=O)(c1ccc(Cl)cc1)n1cnc2ccccc21	1.2
CC(C)N1C(=O)CCC1C(=O)N1CCN(c2ccccn2)CC1 (stereo not drawn)	-0.5
COc1ccc(-c2nc3ccccc3nc2-c2ccccc2)cc1OC	0.6
CCC12C(=O)C(CC)(C(c3ccccc3)=C1c1ccccc1)[C@@H]1C(=O)N(c3ccc(C)cc3)C(=O)C12 (stereo partly drawn)	-0.2
COc1ccc(NS(=O)(=O)c2cc(N)ccc2N2CCCCC2)cc1	1.8
NC(=O)NN=C1CC2CC1C1C=CCC21 (stereo not drawn)	-0.9
Cc1nn(C)cc1S(=O)(=O)N1CCN(c2ccc(F)cc2)CC1	5.2
c1ccc(-c2ncnc3ccccc23)cc1	-0.9
C#Cc1cccc(C(=O)N2CCCC(Nc3cccc(F)c3)C2)c1 (stereo not drawn)	-0.2
C[C@]12CC[C@H](O)CC1=CCC1C2CC[C@@]2(C)C1CCC21OCCO1 (stereo partly drawn)	-0.3
